High-throughput results (PubChem)
INS-1E GSIS act = primary screen for activators of insulin secretion dependent on glucose, INS-1E cells, GLuc reporter luminescence; AID 743287; activation, % at 16.6 µM; INS-1E GLuc reporter insulin secretion, 2-3 h; hit rate 0.61% among 370,000;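 active = lowest replicate activation of at least 40%, so every replicate reaches that level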;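 also: 0% = median of neutral control wells and 100% = median of IBMX positive control wells; some compounds called inactive have numbers as strong as hits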
ERp5 block = blocks human ERp5 reductase activity on insulin. Q15084. ERp5 insulin aggregation, absorbance 650 nm, 90 min. inhibition, % at 9.99 µM. hit rate 0.05% among 350,000. AID 651711;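 active = mean replicate inhibition above about 25%, with every replicate also reaching it, limit read from the data, passing the limit was not always enough; inconclusive = only one of those two criteria met; inactive = neither criterion met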
Target sequence (Q15084 whole entry, looked up): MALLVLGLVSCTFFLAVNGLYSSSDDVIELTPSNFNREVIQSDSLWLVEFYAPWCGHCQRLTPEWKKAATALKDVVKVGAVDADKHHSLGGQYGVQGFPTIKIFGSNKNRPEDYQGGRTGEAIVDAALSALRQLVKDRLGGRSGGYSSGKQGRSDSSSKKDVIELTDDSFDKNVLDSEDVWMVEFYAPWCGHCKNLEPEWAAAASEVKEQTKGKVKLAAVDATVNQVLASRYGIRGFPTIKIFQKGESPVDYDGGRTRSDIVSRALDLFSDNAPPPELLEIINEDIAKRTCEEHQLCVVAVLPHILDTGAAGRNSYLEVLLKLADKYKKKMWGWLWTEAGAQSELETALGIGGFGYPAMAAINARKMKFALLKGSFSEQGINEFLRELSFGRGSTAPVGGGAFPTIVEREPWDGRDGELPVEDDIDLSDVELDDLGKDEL
DENV2 CPE rescue = protects cells from dengue virus 2 cytopathic effect | CPE inhibition, % at 9.99 µM | hit rate 1.7% among 350,000 | DENV2-infected cells, cytopathic effect rescue, plate reader; in the data active = CPE inhibition above about 20%, passing the limit was not always enough; inconclusive = no clear call, values can overlap the other calls; tested in BHK-21 cells;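 also: 0% = median of neutral control wells and 100% = median of positive control wells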
CFTR F508del cor = correctors of CFTR F508del function in bronchial epithelial cells; activity (quench increase), % at 7.58 µM; hit rate 0.36% among 350,000; CFBE cells, YFP halide quenching; stimulated with forskolin plus potentiator P3; % fluorescence drop versus neutral controls;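 active = mean added fluorescence quench of at least 8% versus neutral control, with both replicates also reaching 8%; inconclusive = only one of the mean or replicate conditions met; inactive = mean below 8% and not both replicates reaching 8%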;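 also: cells transiently co-express mutant CFTR-F508del with the halide-sensitive YFP; corrector assay measuring rescue of mutant channel to the surface after 24 h compound exposure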
PAX8 inh HTS = inhibitors of PAX8 transcriptional activity in RMG-I cells | AID 652154 | RMG-I TPO-luciferase reporter, SteadyGlo, 24 h | hit rate 1.2% among 360,000 | inhibition, % at 12.6 µM;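 active = mean replicate inhibition at least 60% with every replicate also reaching 60%; inconclusive = only one of the two criteria is met; inactive = mean below 60% and not all replicates reaching 60%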;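 also: luciferase light reporting Pax8 driven TPO promoter activity; plate controls were median of neutral control wells for no effect and mitoxantrone controls for full effect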
XiGFP reactiv = activators of X-chromosome reactivation in mouse fibroblasts. AID 743238. hit rate 0.055% among 360,000. XiGFP mouse fibroblasts, % GFP-positive cells imaging, 3 d; cells co-treated with 5-aza-dC sensitizer; scaled so ellipticine positive control = 100%. activation, % at 7.58 µM;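 active = mean normalized replicate activation at least 10% and every replicate at or above 10%; inconclusive = only one of the two criteria met; inactive = mean below 10% and not all replicates reach 10%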;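 also: 0% = median of on-plate neutral control wells and 100% = ellipticine 6 µM median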
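Material: XiGFP fibroblasts, SV40-immortalized; Buffer or medium: DMEM containing 5-aza-dC; Compound dosing: single point; Times: 3 days compound exposure.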
ARNT-TACC3 inh = disrupts binding between human ARNT and TACC3; Q9Y6A5; AlphaScreen His-ARNT PAS-B/GST-TACC3 binding, luminescence; TACC3 fragment carries E629A point mutation; inhibition, % at 9.99 µM; hit rate 0.66% among 390,000;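 active = mean inhibition of replicates at least 50% and at least half of replicates each reaching 50%; inconclusive = half or more replicates reach 50% but mean below 50%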;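 also: 0% = complete ARNT plus TACC3 wells and 100% = ARNT alone without TACC3; many hits fall short of the cut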
EWS-Fli inh = inhibitors of EWS/Fli oncoprotein transcriptional activity | A673 NR0B1-luciferase reporter, viability-normalised | inhibition, % at 12.6 µM | hit rate 0.67% among 350,000 | AID 651661;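 active = mean inhibition of at least 50% after viability correction, with every replicate also passing that limit; inconclusive = mean reaches 50% but only one of two replicates passes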;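 also: firefly luciferase signal divided by Alamar Blue viability fluorescence both relative to DMSO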
* marks the source's active call; other numbers are inactive results; ? = inconclusive; / = not tested or not shown; & = joins results of further samples.

#	SMILES	INS-1E GSIS act	ERp5 block	DENV2 CPE rescue	CFTR F508del cor	PAX8 inh HTS	XiGFP reactiv	ARNT-TACC3 inh	EWS-Fli inh
1	CC(C)NC(=O)N1CC2(C1)[C@@H](c1ccccc1)[C@@H](CO)N2C(=O)C1CCOCC1	4	2	0	-1.6	/	0.2	/	1
2	CC(C)NC(=O)Nc1ccc2c(c1)C(=O)N([C@@H](C)CO)C[C@H](C)[C@@H](CN(C)Cc1ccc(Cl)c(Cl)c1)OCCCC[C@H](C)O2	/	2	-15	2.2	34	/	-1	13
3	COc1ccc2c(c1OC)C(=O)N1C2SC(C)(C)[C@H]1C(=O)NC1CC1 (stereo partly drawn)	/	-4	-19	4.1	/	/	-27	7
4	O=C(CSc1nccn(-c2ccc(F)c(F)c2)c1=O)NC1CCCC1	1	0	-1	-1.3	6	0.2	-18	-5
5	CCCSc1ccc([C@@H]2[C@@H]3C(=O)N(CC)C(=O)[C@@H]3[C@]3(C(=O)OC)CCCCN23)cc1	-13	3	-5	3.7	-9	0.3	-14	-5
6	COc1cccc(CN2CCC2(C)C(=O)Nc2ccc(C)cc2)c1F (stereo not drawn)	/	3	-15	0.7	-2	-0.1	/	0
7	NC(=S)NC1CCS(=O)(=O)C1 (stereo not drawn)	4	-2	5	3.9	8	0.0	1	4
8	O=C(Nc1cccnc1)c1ccc(-c2ccccc2)cc1	-2	2	7	-4.1	-7	0.1	5	-48
9	C[C@@H]1CN([C@H](C)CO)C(=O)c2cc(-c3cccnc3)cnc2O[C@@H]1CN(C)C	12	0	18	-2.2	/	-1.1	-4	-4
10	CC(=O)N1N=C(c2ccc(C)cc2)OC1c1cccnc1 (stereo not drawn)	13	2	-1	-1.6	-59	0.0	1	-26
11	Cn1c(SCc2ccc(Br)cc2)nc2ccccc2c1=O	-15	0	-13	-1.1	6	0.0	3	19
12	COc1ccc(S(=O)(=O)Nc2ccc3c(c2)C(=O)N([C@H](C)CO)C[C@H](C)[C@H](CN(C)C(=O)c2ccncc2)OCCCC[C@@H](C)O3)cc1	-2	3	3	3.0	-23	0.0	-8	-9
13	CC(=O)C1=C(O)C(=O)N(CCO)C1c1ccccc1 (stereo not drawn)	1	-1	6	-3.5	7	-0.1	0	9
14	CCN1C(=O)c2ccccc2Sc2ccc(C(=O)NCCCN3CCOCC3)cc21	2	2	/	0.8	-19	-0.1	-12	4
15	Cc1ccc(S(=O)(=O)N(C)C[C@H]2OCCCC[C@@H](C)Oc3ccc(NS(C)(=O)=O)cc3C(=O)N([C@@H](C)CO)C[C@H]2C)cc1	-16	-3	9	-1.6	-5	0.2	-2	-2
16	CCCCNC(=O)C1(C)CCCCN1Cc1ccc(-c2ccccc2)cc1 (stereo not drawn)	16	1	11	-0.7	16	0.0	/	21
17	COc1ccc(C(CNS(=O)(=O)c2ccc(C)cc2)N2CCN(C)CC2)cc1 (stereo not drawn)	23	4	3	-3.1	42	0.3	-10	-7
18	CC(=O)N1CCCCN2[C@H](CO)[C@H](c3ccc(-c4ccc(F)cc4)cc3)[C@H]2C1	5	/	/	1.8	-17	0.0	-11	-5
19	COc1ccc(C(=O)NC(C)c2nccs2)cc1OC1CCN(C(C)C)CC1 (stereo not drawn)	-6	-5	4	-1.9	-8	0.1	0	/
20	C[C@@H]1CN([C@H](C)CO)C(=O)c2c(c3ccccc3n2C)-c2ccccc2CO[C@H]1CN(C)C(=O)Nc1cccc(Cl)c1Cl	-31	-5	5	0.6	31	-0.3	/	41
21	C[C@H]1CN=C(N(C)C)N1CC1CCCC1	54*	5	-8	-0.6	7	-0.1	-2	-2
22	CN1CCN(C(=S)C(=O)Nc2ccc(Br)cc2)CC1	-11	9	/	-0.5	-7	0.1	-1	-2
23	CC(C)(C)OC(=O)CC[C@@H](C(=O)N1CCN(C(=O)OC(C)(C)C)CC1)n1cc(C(CO)NC(=O)OC(C)(C)C)nn1 (stereo partly drawn)	-20	-3	-4	-2.7	-1	0.0	1	-2
24	O=[N+]([O-])c1ccccc1C=CC=NN=Cc1ccccc1O	/	-2	-8	-1.0	-32	0.0	-33	-49
25	O=C(COC(=O)c1ccccc1F)NC(=O)NC1CCCC1	8	-3	3	-0.6	-10	0.3	-12	-6
26	CC(=O)Nc1cccc(-c2nc3ccccc3s2)c1C	2	-1	8	/	-9	0.0	5	-10
27	C[C@H]1CN([C@@H](C)CO)C(=O)c2cc(NC(=O)Cc3ccccc3)ccc2O[C@H]1CN(C)Cc1ccc(C(=O)O)cc1	7	0	5	-1.0	-18	0.0	-17	/
28	Cn1ccnc1C(=O)c1cc(SCC(=O)NCc2ccccc2)nc2ccccc12	4	4	4	2.7	-5	0.0	-4	5
29	CC(C)OCCCNC(=O)C1CCC(CNS(=O)(=O)c2ccccc2)CC1 (stereo not drawn)	7	/	/	-0.4	-9	0.0	-1	-4
30	CN(C)C(=O)C[C@H]1C[C@H]2c3cc(NC(=O)NC4CCCC4)ccc3O[C@H]2[C@@H](CO)O1	18	-2	0	-0.5	-21	0.3	-7	2
31	OC[C@H]1[C@@H](c2ccc(/C=C/c3ccccc3)cc2)[C@H]2CN(Cc3ccncc3)CCCCN21	-15	8	-22	1.2	-5	0.3	-10	-45
32	O=S(=O)(N/N=C\c1ccc2c(c1)OCO2)c1ccccc1	16	-2	4	-1.9	1	0.0	-6	/
33	CCOC(=O)c1nn(-c2ccccc2C)c(=O)c2c(N)scc12	-4	3	0	-0.8	3	-0.1	26	0
34	O=C(N[C@@H]1C=C[C@H](CC(=O)N2CCC(Cc3ccccc3)CC2)O[C@@H]1CO)c1cnccn1	1	4	1	1.1	/	0.7	-1	/
35	CC(C)NC(=O)c1ccc(CSCc2ccccc2Cl)o1	-5	-1	3	-2.6	-5	0.0	-1	-27
36	O=C(Cc1cccc(NC(=O)C2CCN(C(=O)CCc3ccccc3)CC2)c1)Nc1cccc(C(=O)N2CCCCC2)c1	-11	4	13	-2.5	3	1.1	36	2
37	N#CSCC(=O)c1cccc2ccccc12	7	-1	-6	/	-9	4.5	0	4
38	COc1cc(NC(=O)COC(=O)CC(C)(C)C)c(C)cc1[N+](=O)[O-]	-34	1	3	/	-15	0.2	1	6
39	C[C@H](CO)N1C[C@H](C)[C@@H](CN(C)Cc2ccc(Cl)c(Cl)c2)Oc2c(NS(C)(=O)=O)cccc2C1=O	-14	10&-5	3&-5	1.5&0.0	-1	0.3	17&-2	8
40	O=C(c1ccccc1F)N1CC[C@@H]2[C@@H](CO)Nc3ccc(-c4cccc(F)c4)cc3[C@@H]21	-9	2	/	0.9	-23	0.2	13	2
41	CNC(=O)c1[nH]cnc1C(=O)Nc1ccc(Cl)cc1	16	-4	41*	3.4	-18	-0.3	-5	-31
42	C[C@H]1CN([C@@H](C)CO)C(=O)c2cccc(NC(=O)NC3CCCCC3)c2O[C@@H]1CN(C)Cc1ccc(C(=O)O)cc1	-4	-2	3	5.2	5	0.2	-8	/
43	CCOC(=O)c1ccccc1NC(=O)CSc1nncn1C	9	1	-1	2.8	-5	0.3	3	6
44	CCCCN(CC)C(=S)Nc1ccc2nc3n(c(=O)c2c1)CCCCC3	1	/	/	/	-15	0.1	0	/
45	COc1ccc([C@H]2CC(=O)C[C@@H](CCn3cc(C(C)C)nn3)O2)cc1	2	-4	-9	3.8	-4	0.0	/	-5
46	CC(=O)N1c2ccc(S(=O)(=O)N3CCCCC3)cc2CC1C(=O)Nc1ccc(F)cc1C (stereo not drawn)	-27	1	-4	-2.5	21	0.1	-5	/
47	CO[C@@H]1CN(C)C(=O)c2ccc(NC(=O)C3CCC3)cc2OC[C@@H](C)N(CC2CCCCC2)C[C@@H]1C	/	2	3	0.4	9	0.3	-4	5
48	CCCC#Cc1ccc2c(c1)O[C@@H](CN(C)C(=O)CC)[C@@H](C)CN([C@H](C)CO)S2(=O)=O	-11	-7	-3	-2.5	-3	0.2	6	-3
49	N#CCCN(C(=O)COC(=O)C1=COCCO1)c1ccc(F)cc1	6	19	3	0.3	13	0.0	1	6
50	Cc1noc(C)c1NC(=O)Nc1ccc2c(c1)C(=O)N([C@@H](C)CO)C[C@@H](C)[C@@H](CN(C)CC1CCCCC1)O2	0	/	/	0.3	-11	-0.5	/	-24
51	O=C([C@H]1[C@H](CO)[C@H]2Cn3c(cccc3=O)[C@H]2N1CC1CCCC1)N1CCOCC1	9	3	5	1.9	5	0.0	21	3
52	COc1ccc(S(=O)(=O)N(C)C[C@H]2OCCCC[C@H](C)Oc3ccc(NS(=O)(=O)c4ccc(C)cc4)cc3C(=O)N([C@H](C)CO)C[C@@H]2C)cc1	-51	-2	-6	4.9	?	0.3	9	-2
53	Cc1cc(C)c(S(=O)(=O)NCc2nc3nc(C)cc(C)n3n2)c(C)c1	-3	3	-1	1.1	-6	0.2	5	4
54	COc1cccc(-c2nnc(NC(=O)c3ccc4ncsc4c3)o2)c1	28	10	20	/	-49	0.0	17	14
55	COc1nc(Nc2cccc([N+](=O)[O-])c2)nc(OC)n1	7	-1	0	0.7	-10	0.2	-4	-9
56	CCN(CC)C(=O)COc1coc(CN2CCN(Cc3ccccc3)CC2)cc1=O	-9	/	3	-0.5	3	0.1	-2	-2
57	N#C/C(=C\c1ccccc1OCC(=O)O)c1nc2ccccc2[nH]1	9	1	-1	-3.7	-29	0.0	2	-18
58	Cc1nn(C(C)C(=O)NCc2cccs2)c(=O)c2nn(-c3ccccc3)c(C)c12 (stereo not drawn)	-7	/	-4	0.1	-6	-0.1	-3	/
59	Cc1ccc(OCC(=O)N2CCOCC2)cc1C	1	-3	-1	/	-34	0.3	/	-12
60	O=C([C@H]1[C@H](CO)[C@H]2Cn3c(ccc(C4=CCCC4)c3=O)[C@@H]1N2Cc1nccs1)N1CCCCC1	-4	-11	18	-3.5	/	0.7	1	-3
